Pf Dd2 growth: P. falciparum Dd2 growth inhibitors, primary screen, SYBR Green fluorescence, single dose replicates | 72 h; active compounds read low | activity change, % at 10 µM | actives 2.3% (n = 94,000) | AID 1159554, 2015; in the data active = activity change below about -80%
Tcruzi prolif: T. cruzi intracellular proliferation inhibitors, primary screen, cell-based, beta-gal Tulahuen parasites, NIH3T3 host, luminescence. inhibition, % at 8.34 µM. T. cruzi beta-gal in NIH3T3, GalScreen luminescence, 90 h. actives 5.9% (n = 77,000). AID 624255, 2012;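 active = mean inhibition above about 93%, with at least 55% of replicates each passing it, limit read from the data, passing the limit was not always enough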
KDM4C inh: inhibitors of GASC-1 (KDM4C) histone demethylase, primary screen, biochemical, single concentration HTS; inhibition, % at 12.5 µM; actives 0.15% (n = 96,000); GST-KDM4C 2-372, H3K9me3 peptide, LANCE TR-FRET;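 active = mean replicate inhibition above about 25%, with at least 55% of replicates also reaching it, limit read from the data, passing the limit was not always enough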
Target sequence (Q9H3R0 2-372 limits assumed): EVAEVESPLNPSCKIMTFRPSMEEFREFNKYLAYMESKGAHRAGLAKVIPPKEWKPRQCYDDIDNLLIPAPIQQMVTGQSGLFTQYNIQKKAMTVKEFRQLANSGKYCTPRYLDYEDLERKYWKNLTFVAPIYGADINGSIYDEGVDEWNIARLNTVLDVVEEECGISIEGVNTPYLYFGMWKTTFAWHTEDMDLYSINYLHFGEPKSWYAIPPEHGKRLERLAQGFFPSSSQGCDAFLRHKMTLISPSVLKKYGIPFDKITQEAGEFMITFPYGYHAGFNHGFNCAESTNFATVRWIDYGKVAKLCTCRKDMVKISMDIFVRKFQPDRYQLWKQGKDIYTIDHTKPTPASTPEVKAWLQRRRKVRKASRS
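reagent = H3K9me3 peptide substrate, Fe(II), 2-oxoglutarate | system = GST-tagged GASC-1 (JMJD2C) catalytic fragment, aa 2-372 | amount = enzyme final amount 10 nM | read-out = Fall in 671/618 emission ratio as inhibition | medium = HEPES buffer, pH 7.5, plus ascorbate | schedule = 30 min reaction, 60 min detection, RT | measured by = LANCE TR-FRET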
C diff growth: C. difficile growth inhibitors, primary screen, HTS; Clostridium difficile clinical isolate growth, OD600, 24 h; active compounds read low; growth activity, negative = inhibition, % at 16 µg/mL (by protocol); actives 0.25% (n = 86,000);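 active = mean growth activity at or below -80% and every replicate also at or below -80%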;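 note: 0% = DMSO wells and -100% = levofloxacin 16 µg/mL wells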
An asterisk follows results filed as active; . = no result given; & = joins results of further samples. No enrichment for hits. About 6.7% of those tested had a hit in this group.

SMILES | Pf Dd2 growth | Tcruzi prolif | KDM4C inh | C diff growth
C[C@@H]1CN([C@H](C)CO)C(=O)Cc2cc(NC(=O)CCC(F)(F)F)ccc2O[C@H]1CN(C)S(=O)(=O)c1cn(C)cn1 | 7.5 | 7.3 | -0.4 | -1.1
C/C=C/c1ccc([C@H]2[C@H](CO)N[C@H]2CN(C(=O)C2CCCC2)C(C)C)cc1 | -2.2 | -12.6 | -2.2 | -5.2
COc1ccc(S(=O)(=O)Nc2ccc3c(c2)CC(=O)N([C@@H](C)CO)C[C@H](C)[C@H](CN(C)Cc2ccc(C(F)(F)F)cc2)O3)cc1 | -29.9 | 76.6 | -0.4 | 9.4
C[C@H]1CN([C@@H](C)CO)C(=O)c2cc(N(C)C)ccc2O[C@@H]1CN(C)Cc1ccc2c(c1)OCO2 | 10.2 | -1.9 | 4.7 | -1.7
CCNC(=O)C[C@@H]1CC[C@@H]2[C@H](COc3ccc(NC(=O)c4cscn4)cc3C(=O)N2C)O1 | -2.2 | 13.1 | 1.0 | -4.0
C[C@@H]1CN([C@@H](C)CO)C(=O)Cc2cc(NC(=O)Nc3ccc(F)cc3)ccc2O[C@H]1CN(C)C | 9.0 | . | 0.4 | -2.0&-4.3
C[C@@H]1CCCCO[C@@H](CN(C)C(=O)Cc2ccccc2)[C@H](C)CN([C@H](C)CO)C(=O)c2cc(NS(=O)(=O)c3cccs3)ccc2O1 | -32.3 | 3.9 | -1.0 | 3.3
O=C(C[C@H]1C=C[C@H](NC(=O)c2cccc(F)c2)[C@@H](CO)O1)Nc1nccs1 | -5.5 | -45.9 | -1.8 | .
C[C@@H]1CCCCO[C@@H](CN(C)CC2CCCCC2)[C@H](C)CN([C@@H](C)CO)C(=O)c2cc(NC(=O)Nc3ccccc3)ccc2O1 | -71.3 | 104.8* | 2.3 | 12.1
C[C@H](CO)N1C[C@H](C)[C@@H](CN(C)S(=O)(=O)c2ccccc2)OCCCC[C@H](C)Oc2ccc(NS(=O)(=O)c3ccc(F)cc3)cc2C1=O | -22.9 | 56.8 | -0.9 | -15.7
CN(C)C(=O)C[C@@H]1C[C@H]2c3cc(NC(=O)c4cccnc4)ccc3O[C@H]2[C@H](CO)O1 | 6.8 | 3.8 | 1.5 | -1.3
COc1ccc2c3c(n(C)c2c1)[C@H](CO)N(CC1CC1)CC31CN(C(=O)Nc2c(C)noc2C)C1 | -10.0 | . | -0.9 | -1.2
CCCC#Cc1ccc2c(c1)O[C@@H](CN(C)CC1CCOCC1)[C@@H](C)CN([C@@H](C)CO)S2(=O)=O | -21.3 | . | -0.8 | -0.7
CO[C@H]1CN(C)C(=O)c2cc(NS(=O)(=O)c3cn(C)cn3)ccc2OC[C@H](C)N(Cc2cccc(F)c2)C[C@@H]1C | -8.2 | . | -2.7 | .
COc1ccc(S(=O)(=O)Nc2cccc3c2O[C@@H](CN(C)Cc2ccc(C(=O)Nc4ccccc4N)cc2)[C@@H](C)CN([C@H](C)CO)C3=O)cc1 | -75.7 | . | 0.1 | 5.1
CC(C)NC(=O)N(C)C[C@H]1OCCCC[C@@H](C)Oc2ccc(NC(=O)CCC(F)(F)F)cc2C(=O)N([C@@H](C)CO)C[C@H]1C | -57.6 | 80.2 | 0.3 | -0.5
C[C@H]1CN([C@@H](C)CO)C(=O)c2cccc(NC(=O)Nc3cccc4ccccc34)c2O[C@H]1CN(C)C(=O)Nc1ccccc1 | -12.1 | 102.0* | -1.3 | -6.7
C[C@@H]1CN([C@H](C)CO)C(=O)c2cccc(N(C)C)c2O[C@H]1CN(C)C(=O)Nc1ccc(F)cc1 | -7.4 | . | 0.9 | 4.0
Cc1ccc(S(=O)(=O)N(C)C[C@H]2Oc3ccc(NC(=O)Nc4ccc5c(c4)OCO5)cc3C(=O)N([C@@H](C)CO)C[C@H]2C)cc1 | 3.4 | 28.2 | -2.6 | 5.2
CC=Cc1ccc2n(c1=O)C[C@H]1[C@H](CO)[C@@H](C(=O)NC3Cc4ccccc4C3)N(CC)[C@@H]21 (mixture of isomers) | . | 30.5 | 1.4 | 4.1

Individual results from above.
`C[C@@H]1CN([C@H](C)CO)C(=O)c2cccc(N(C)C)c2O[C@H]1CN(C)C(=O)Nc1ccc(F)cc1` in KDM4C inh reads 0.9
`C/C=C/c1ccc([C@H]2[C@H](CO)N[C@H]2CN(C(=O)C2CCCC2)C(C)C)cc1` in Pf Dd2 growth reads -2.2

(further entries)
SMILES | Pf Dd2 growth | Tcruzi prolif | KDM4C inh | C diff growth
C[C@@H]1CN([C@H](C)CO)C(=O)c2cc(-c3cccc(C#N)c3)cnc2O[C@H]1CN(C)Cc1ccccc1 | 17.2 | -52.0 | 1.9 | 0.1
C[C@H](CO)N1C[C@H](C)[C@@H](CN(C)S(=O)(=O)c2cn(C)cn2)Oc2ncc(Br)cc2C1=O | 14.5 | 7.2 | -0.4 | -4.2
O=C(NC[C@H]1N[C@H](CO)[C@@H]1c1ccc(-c2cncnc2)cc1)C1CCCCC1 | 22.7 | . | -0.9 | 8.1
C[C@H](CO)N1C[C@H](C)[C@H](CN(C)Cc2ccc(Cl)c(Cl)c2)Oc2c(NS(=O)(=O)c3ccc(Cl)cc3)cccc2C1=O | -15.8 | 2.1 | . | 13.8
CC=Cc1ccc2n(c1=O)C[C@H]1[C@H](CO)[C@@H](C(=O)N(C)C)[C@@H]2N1CCc1ccccc1 (mixture of isomers) | . | 36.2 | 1.2 | -2.9
CCNC(=O)[C@@H]1[C@@H](CO)[C@@H]2Cn3c(ccc(C4=CCCCC4)c3=O)[C@@H]2N1Cc1ccccc1F | -50.7 | 31.8 | 2.9 | -0.5
Cc1noc(C)c1S(=O)(=O)N(C)C[C@H]1Oc2ccc(NC(=O)Nc3cccc4ccccc34)cc2CC(=O)N([C@@H](C)CO)C[C@H]1C | 9.5 | 37.2 | -0.9 | -7.3
CCNC(=O)C[C@H]1CC[C@@H]2[C@H](COc3ccc(NC(=O)c4ccc(F)c(F)c4)cc3C(=O)N2C)O1 | 7.6 | 26.7 | -0.1 | -0.6
Cc1ccc(S(=O)(=O)N[C@@H]2CC[C@H](CCNC(=O)C3CCCC3)O[C@H]2CO)cc1 | -6.0 | . | -2.0 | -1.5
Cc1noc(C)c1S(=O)(=O)Nc1ccc2c(c1)C(=O)N([C@@H](C)CO)C[C@H](C)[C@@H](CN(C)S(=O)(=O)c1ccc(F)cc1)OCCCC[C@@H](C)O2 | -56.3 | . | -1.2 | -8.9
C[C@H]1CN([C@@H](C)CO)C(=O)Cc2cc(NC(=O)c3ccncc3)ccc2O[C@@H]1CN(C)Cc1ccc(C(=O)O)cc1 | 12.6 | . | -2.2 | -1.1
O=C(Nc1ccc(F)cc1)N1C[C@@H]2[C@H](c3ccccc31)[C@@H](CO)N2C(=O)Cc1ccccc1 | -8.4 | 11.3 | 5.5 | -2.8
C[C@@H]1CN([C@H](C)CO)C(=O)c2cc(NC(=O)C3CC3)ccc2O[C@H]1CN(C)C(=O)Nc1ccc(F)cc1 | -7.0 | -5.5 | -1.1 | 4.1
O=C(C[C@H]1CC[C@H](NC(=O)c2ccncc2)[C@@H](CO)O1)NCC1CC1 | . | . | 2.1 | 2.2
COc1ccc(NC(=O)N2CC(=O)N3[C@H](CO)[C@@H](c4ccc(Br)cc4)[C@H]3C2)cc1 | -25.3 | . | 3.0 | -0.6
COc1cccc(C(=O)Nc2ccc3c(c2)OC[C@H](C)N(C)C[C@H](C)[C@@H](OC)CN(C)C3=O)c1 | 11.5 | . | 0.7 | -5.5
C[C@@H]1CN([C@@H](C)CO)C(=O)c2cc(C#CC3(O)CCCC3)cnc2O[C@H]1CN(C)C(=O)Nc1ccc2c(c1)OCO2 | -2.7 | . | 1.2 | -5.4
CCNC(=O)[C@@H]1[C@@H](CO)[C@@H]2Cn3c(ccc(-c4cncnc4)c3=O)[C@@H]2N1Cc1ccc2c(c1)OCO2 | . | 62.2 | 3.5 | -4.1
O=C(CCN1CCCCC1)N[C@H]1CC[C@@H](CCn2cc(-c3cccc(F)c3)nn2)O[C@@H]1CO | -13.3 | . | 1.0 | 0.6
COc1ccccc1CN1C[C@@H]2N[C@H](C1)[C@@H]2c1ccc(-c2cccnc2)cc1 | -87.4* | . | 0.2 | -3.2

Full records as entered above.
`C[C@@H]1CN([C@H](C)CO)C(=O)c2cc(-c3cccc(C#N)c3)cnc2O[C@H]1CN(C)Cc1ccccc1` is listed as Pf Dd2 growth: 17.2; Tcruzi prolif: -52.0; KDM4C inh: 1.9; C diff growth: 0.1
`O=C(NC[C@H]1N[C@H](CO)[C@@H]1c1ccc(-c2cncnc2)cc1)C1CCCCC1` is listed as Pf Dd2 growth: 22.7; Tcruzi prolif: .; KDM4C inh: -0.9; C diff growth: 8.1

The results go on.
SMILES | Pf Dd2 growth | Tcruzi prolif | KDM4C inh | C diff growth
CC(C)NC(=O)N(C)C[C@@H]1OCCCC[C@@H](C)Oc2ccc(NC(=O)c3ccncc3)cc2C(=O)N([C@H](C)CO)C[C@H]1C | 3.6 | 2.2 | -2.9 | -4.0
O=C(Nc1cccc(F)c1)N1CC(=O)N2[C@H](CO)[C@@H](c3ccc(C#Cc4cccnc4)cc3)[C@@H]2C1 | -11.3 | . | -0.6 | 38.3
CC=Cc1ccc2n(c1=O)C[C@@H]1[C@@H](CO)[C@H](C(=O)NCCc3cn(C)cn3)N(C(=O)C3CC3)[C@H]21 (mixture of isomers) | -0.5 | 29.9 | 0.1 | -0.7
O=C(Cc1ccncc1)Nc1ccc2c(c1)[C@@H]1C[C@H](CC(=O)N3CCCCC3)O[C@@H](CO)[C@@H]1O2 | 9.3 | 19.7 | -0.2 | -0.9
COc1cccc(S(=O)(=O)N[C@H]2CC[C@H](CCn3cc(-c4ccc(F)cc4)nn3)O[C@@H]2CO)c1 | -5.8 | 31.4 | 0.1 | -1.3
Cc1noc(C)c1NC(=O)Nc1ccc2c(c1)CC(=O)N([C@@H](C)CO)C[C@@H](C)[C@@H](CN(C)S(=O)(=O)c1cn(C)cn1)O2 | 28.0 | 17.6 | -0.6 | 1.7
CO[C@@H](C(=O)N(C)C[C@@H]1OCc2ccccc2-c2ccccc2C(=O)N([C@@H](C)CO)C[C@H]1C)c1ccccc1 | 22.5 | 34.3 | -0.1 | -0.3
C[C@@H]1CCCCO[C@@H](CN(C)S(C)(=O)=O)[C@H](C)CN([C@H](C)CO)C(=O)c2cc(NC(=O)Nc3cccc4ccccc34)ccc2O1 | -7.7 | 51.1 | 0.7 | 2.7
CO[C@@H]1CN(C)C(=O)c2cc(NC(C)=O)ccc2OC[C@@H](C)N(C(=O)C2CCOCC2)C[C@@H]1C | 10.8 | . | 0.3 | .
COc1cccc(-c2ccc(C3[C@H]4CNC[C@@H]3N4C(=O)Nc3ccccc3OC)cc2)c1 (some centres not stated) | -17.7&-13.2 | . | -0.6&0.3 | -12.5&1.7
Cc1noc(C)c1S(=O)(=O)Nc1ccc2c(c1)C(=O)N([C@@H](C)CO)C[C@H](C)[C@@H](CN(C)Cc1ccc(C(F)(F)F)cc1)O2 | 7.5 | 29.0 | 0.6 | 5.1
C[C@H]1CN([C@@H](C)CO)C(=O)c2cc(Br)cnc2O[C@H]1CN(C)C(=O)Nc1ccccc1 | 14.9 | 20.1 | 1.2 | -1.5
CO[C@@H]1CN(C)C(=O)c2cc(NC(=O)c3cccc(F)c3)ccc2OC[C@H](C)N(CC2CC2)C[C@H]1C | 18.3 | 22.4 | -1.0 | .
O=C(C[C@@H]1C=C[C@@H](NC(=O)C2CCC2)[C@@H](CO)O1)NCCCN1CCOCC1 | 16.3 | 44.4 | -1.0 | .
O=C(NCC[C@H]1CC[C@H](NS(=O)(=O)c2ccc(F)cc2)[C@@H](CO)O1)Nc1ccc(F)cc1 | 2.9 | . | -3.4 | 3.1
COCC(=O)N1C[C@H](C)[C@@H](OC)CN(C)C(=O)c2cc(NC(=O)Nc3ccccc3)ccc2OC[C@@H]1C | -32.4 | -25.6 | 2.3 | .
C[C@H](CO)N1C[C@H](C)[C@H](CN(C)C)OCCCC[C@H](C)Oc2ccc(NS(=O)(=O)c3cccs3)cc2C1=O | 52.8 | 53.5 | -1.3 | -0.5
O=C(NC1CCCC1)[C@H]1[C@H](CO)[C@H]2Cn3c(cccc3=O)[C@@H]1N2C(=O)CC1CC1 | -6.6 | -11.4 | 2.2 | -2.2
C[C@H](O)C#Cc1cnc2c(c1)C(=O)N([C@@H](C)CO)C[C@@H](C)[C@H](CN(C)CC1CCOCC1)O2 | 34.3 | . | 0.6 | -0.7
CC(C)C#Cc1ccc([C@H]2[C@@H](CO)N3C(=O)CN(C(=O)c4ccccn4)C[C@H]23)cc1 | -21.8 | . | 0.6 | -2.9
O=C(CN1CCOCC1)N1CCCCN2[C@@H](CO)[C@H](c3ccc(C#Cc4ccccc4)cc3)[C@@H]2C1 | 12.1 | 84.7 | 0.1 | -8.0
COc1ccc(NC(=O)N(C)C[C@H]2OCCCC[C@H](C)Oc3ccc(NC(=O)Nc4ccc(F)cc4)cc3C(=O)N([C@@H](C)CO)C[C@H]2C)cc1 | -70.7 | -23.4 | -1.9 | -3.5

Screens (PubChem)
